ERAP1 inh – blocks human ERAP1 aminopeptidase activity; Q9NZ08; recombinant ERAP1, Leu-AMC fluorescence, 60 min; inhibition, % at 10.7 µM; 340,000 compounds, 0.15% hits; AID 652197;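 active means mean replicate inhibition of at least 30%, or all replicates individually reaching that 30% level; inactive means mean below 30% and not every replicate reaching it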;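 further: 0% = neutral control wells and 100% = L-leucinethiol positive control wells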
S100A4 inh HTS – blocks human S100A4 binding to myosin IIA peptide. S100A4/TAMRA-MyoIIA peptide fluorescence polarization. 360,000 compounds, 0.14% hits. P26447. inhibition, % at 10.7 µM. AID 652163;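 active means mean inhibition of at least 70% across replicates, with every replicate also reaching that level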
Target sequence (P26447 whole entry, looked up): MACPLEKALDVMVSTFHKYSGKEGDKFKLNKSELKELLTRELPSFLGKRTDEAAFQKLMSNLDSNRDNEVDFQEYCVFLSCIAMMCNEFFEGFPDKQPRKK
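assay system = human S100A4 monomer with TAMRA-labelled myosin IIA peptide | also added = labelled myosin peptide probe, 5 nM | incubation = 5 min between mix addition and reading | control set = DMSO and TFP controls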
Cneo AK release – causes C. neoformans cell lysis | adenylate kinase release luminescence, 4 h; normalised: neutral wells 0, clomiphene wells 100 | lysis activity, % at 15 µM | 360,000 compounds, 0.2% hits;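 active means mean lysis activity across replicates of at least 80%, whatever share of replicates individually reach that level; inactive means mean lysis activity below 80%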
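Material: C. neoformans cells | Amount: Yeast cell density of 5 × 10^6 cells/mL | Medium: Fresh YPD growth medium | Dosing: Single dose | Times: Static 4 h at 37 °C with compound, 1 h detection | Detection: AK luminescence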
PGC1a acetyl inh – modulators of PGC1a acetylation | U2OS PGC1a acetylation, AlphaScreen anti-acetyl-lysine; with virally co-expressed GCN5 acetyltransferase | inhibition, % at 15.6 µM | 350,000 compounds, 0.17% hits | AID 651687;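 active means every replicate shows inhibition of at least 40%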;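 further: 0% = neutral control wells and 100% = positive control wells; some results beyond the cut were filed as inactive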
Statin myotox sup – suppression of simvastatin myotoxicity; 330,000 compounds, 0.78% hits; C2C12 myotubes + simvastatin, ATP luminescence, 48 h; scaled: DMSO 0, geranylgeraniol control 100; AID 602340; rescue of ATP level, % at 7.49 µM;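 active means mean ATP rescue above about 67%, or every replicate alone reaching that limit, limit read from the data, passing the limit was not always enough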;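 further: myotubes were challenged with 10 µM simvastatin during compound exposure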
LGR2 inh – blocks bursicon-induced cAMP signaling via Drosophila LGR2 | AID 720647 | inhibition, % at 9.99 µM | HEK293 LGR2, CRE-luciferase, bursicon-stimulated, 4 h | 380,000 compounds, 0.35% hits;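 active means drop in luminescence signal, shown as inhibition above about 50% in the replicate tests, limit read from the data, passing the limit was not always enough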;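 further: agonist challenge used bursicon conditioned medium at about half maximal strength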
SIRT5 block – sirtuin-5 (human) deacylase inhibition; 330,000 compounds, 1.1% hits; AID 652115; Q9NXA8; Purified SirT5, succinyl-peptide AMC, trypsin-coupled fluorescence; inhibition, % at 15 µM; in the data active means inhibition above about 15%
Target sequence (Q9NXA8 whole entry, looked up): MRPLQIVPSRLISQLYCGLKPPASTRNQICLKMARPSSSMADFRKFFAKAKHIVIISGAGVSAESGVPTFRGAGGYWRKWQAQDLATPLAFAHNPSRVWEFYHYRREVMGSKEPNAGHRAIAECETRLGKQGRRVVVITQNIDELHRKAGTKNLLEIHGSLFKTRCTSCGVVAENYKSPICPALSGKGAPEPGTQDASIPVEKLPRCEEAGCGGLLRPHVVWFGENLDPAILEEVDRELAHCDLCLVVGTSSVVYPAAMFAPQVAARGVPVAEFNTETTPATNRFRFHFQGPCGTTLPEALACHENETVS
XiGFP reactiv – activators of X-chromosome reactivation in mouse fibroblasts | activation, % at 7.58 µM | 360,000 compounds, 0.055% hits | AID 743238 | XiGFP mouse fibroblasts, % GFP-positive cells imaging, 3 d; cells co-treated with 5-aza-dC sensitizer; scaled so ellipticine positive control = 100%;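 active means mean normalized replicate activation at least 10% and every replicate at or above 10%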;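 further: 0% = median of on-plate neutral control wells and 100% = ellipticine 6 µM median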
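Assay system: SV40-immortalized XiGFP fibroblast cells, line 68-5-11; buffer or medium: DMEM plus 5-aza-dC sensitizer; compound: one concentration, pinned; timing: compounds 3 days, fix/stain 15 min at room temperature; benchmarks: positive control ellipticine, 6 µM final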
Active calls of the source: *; . = not tested or not shown. A portion of the library (hit frequency here may not be typical).

The opening ten compounds (preview)
No.	structure	ERAP1 inh	S100A4 inh HTS	Cneo AK release	PGC1a acetyl inh
1	CCOc1ccccc1NC(=O)COC(=O)CC(C)(C)CC1=NS(=O)(=O)c2ccccc2N1	-2.9	-2.8	8.5	-2.8
2	COCCNC(=S)N1CCN(S(=O)(=O)c2ccc(Cl)s2)CC1	2.6	1.4	0.2	0.7
3	c1ccc(-c2cc(N3CCCCCC3)n[nH]2)cc1	.	.	1.5	-5.0
4	CCC(CC)C(=O)N(C)c1c(C)nc2c(OCC3CCCCC3)cccn12	-0.7	2.9	3.5	-10.2
5	Cc1ccc(-n2nc3c(Cl)nnc(C)c3c2C)cc1	0.0	0.6	-1.4	.
6	C[C@@H]1CN([C@@H](C)CO)S(=O)(=O)c2ccc(Br)cc2O[C@H]1CN(C)C(=O)C1CC1	0.0	-2.8	55.3	-13.4
7	O=C(Nc1ccccn1)Nc1cccs1	-2.5	0.1	-0.1	9.8
8	CC(C)(C)C1CCc2onc(C(=O)NC3CCCC3)c2C1 (centres undefined)	2.1	-4.2	-2.3	-0.5
9	CCOc1ccc(OCC)c(NC(=O)Nc2ccc3c(c2)N(C)C(=O)CS3)c1	.	0.6	-0.3	-6.2
10	O=C([C@@H]1Cc2ccccc2CN1)N1CCN(Cc2ccccc2)CC1	0.8	-3.2	1.8	9.5

No.	Statin myotox sup	LGR2 inh	SIRT5 block	XiGFP reactiv
1	-9.8	-0.4	18.2*	0.0
2	0.4	10.2	-2.3	0.0
3	93.3*	-51.5	.	.
4	-29.9	-15.3	.	0.1
5	.	5.9	-0.5	-0.1
6	56.9	-4.7	0.2	0.6
7	0.1	-12.5	3.1	.
8	-2.6	2.1	9.1	.
9	-3.0	1.0	.	0.0
10	-2.3	-3.7	1.9	0.1

All compounds of this part, from the first entry:
No.	structure	ERAP1 inh	S100A4 inh HTS	Cneo AK release	PGC1a acetyl inh
1	CCOc1ccccc1NC(=O)COC(=O)CC(C)(C)CC1=NS(=O)(=O)c2ccccc2N1	-2.9	-2.8	8.5	-2.8
2	COCCNC(=S)N1CCN(S(=O)(=O)c2ccc(Cl)s2)CC1	2.6	1.4	0.2	0.7
3	c1ccc(-c2cc(N3CCCCCC3)n[nH]2)cc1	.	.	1.5	-5.0
4	CCC(CC)C(=O)N(C)c1c(C)nc2c(OCC3CCCCC3)cccn12	-0.7	2.9	3.5	-10.2
5	Cc1ccc(-n2nc3c(Cl)nnc(C)c3c2C)cc1	0.0	0.6	-1.4	.
6	C[C@@H]1CN([C@@H](C)CO)S(=O)(=O)c2ccc(Br)cc2O[C@H]1CN(C)C(=O)C1CC1	0.0	-2.8	55.3	-13.4
7	O=C(Nc1ccccn1)Nc1cccs1	-2.5	0.1	-0.1	9.8
8	CC(C)(C)C1CCc2onc(C(=O)NC3CCCC3)c2C1 (centres undefined)	2.1	-4.2	-2.3	-0.5
9	CCOc1ccc(OCC)c(NC(=O)Nc2ccc3c(c2)N(C)C(=O)CS3)c1	.	0.6	-0.3	-6.2
10	O=C([C@@H]1Cc2ccccc2CN1)N1CCN(Cc2ccccc2)CC1	0.8	-3.2	1.8	9.5

No.	Statin myotox sup	LGR2 inh	SIRT5 block	XiGFP reactiv
1	-9.8	-0.4	18.2*	0.0
2	0.4	10.2	-2.3	0.0
3	93.3*	-51.5	.	.
4	-29.9	-15.3	.	0.1
5	.	5.9	-0.5	-0.1
6	56.9	-4.7	0.2	0.6
7	0.1	-12.5	3.1	.
8	-2.6	2.1	9.1	.
9	-3.0	1.0	.	0.0
10	-2.3	-3.7	1.9	0.1

The list goes on:
No.	structure	ERAP1 inh	S100A4 inh HTS	Cneo AK release	PGC1a acetyl inh
11	CCC(=O)NC(c1cccs1)c1cc(Cl)c2cccnc2c1O (centres undefined)	0.7	0.4	.	-34.6
12	CCc1cnc(N2[C@H](C#N)[C@@H](c3ccc(-c4cccc(F)c4)cc3)[C@H]2CO)s1	1.3	0.6	-4.9	-20.8
13	C[C@H](CO)N1C[C@H](C)[C@H](CN(C)Cc2ccc(Oc3ccccc3)cc2)Oc2ccc(NC(=O)Cn3cnnn3)cc2CC1=O	5.0	1.2	-2.5	-11.2
14	COc1ccccc1/C=C1\SC(=S)N(CC(=O)Nc2nnc(C)s2)C1=O	4.5	-2.9	.	.
15	CCOc1ccc(C(=O)NCc2ccc3c(c2)OCO3)cc1	0.5	4.9	1.4	.
16	C[C@@H]1CN([C@H](C)CO)S(=O)(=O)c2ccc(-c3ccccc3F)cc2O[C@H]1CN(C)Cc1cncnc1	-3.1	-4.6	-1.5	-5.0
17	O=[N+]([O-])c1c(C(Cl)Cl)nn(-c2ccc(Cl)cc2)c1N1CCCCC1	0.7	30.4	-6.8	-11.1
18	O=C(Cc1ccccc1)N1CC[C@H]2[C@H](CO)Nc3ccc(Br)cc3[C@H]21	1.0	-0.3	0.1	-19.5
19	CC(C)c1nc2sc3c(c2c(=O)n1N)CC(C)(C)OC3	-3.7	-0.2	.	.
20	c1cc(-c2nnc3n2CCC3)[nH]n1	.	.	-0.9	5.4

No.	Statin myotox sup	LGR2 inh	SIRT5 block	XiGFP reactiv
11	.	11.8	-3.8	-0.1
12	1.2	-17.6	1.1	-0.1
13	44.3	-0.6	1.0	-1.2
14	.	-7.2	-0.1	0.0
15	4.1	-9.7	1.0	0.0
16	-90.3	-2.1	-2.7	0.4
17	-3.6	12.3	-6.1	0.0
18	6.3	-1.9	-1.7	0.1
19	.	.	0.4	0.0
20	0.2	9.4	.	.

Going on with the list:
No.	structure	ERAP1 inh	S100A4 inh HTS	Cneo AK release	PGC1a acetyl inh
21	O=C(O)C[C@H]1C=C[C@H](NC(=O)Nc2cc(F)ccc2F)[C@@H](CO)O1	1.4	8.3	18.5	-2.2
22	COc1ccccc1NC(=O)COC(=O)c1ccc2c(c1)OCCO2	2.2	16.6	0.3	3.4
23	COCC(=O)NCCc1nc2ccccc2[nH]1	1.7	-0.1	0.7	.
24	CCn1cc(C(=O)N2CCCC2)c(=O)c2cc(S(=O)(=O)N3CC(C)CC(C)C3)ccc21 (centres undefined)	-1.9	2.6	-1.1	.
25	CSc1ccccc1C(=O)C1CCCN(S(=O)(=O)N(C)C)C1 (centres undefined)	-2.2	3.3	.	.
26	CC(C)c1ccccc1NC(=O)COC(=O)C1(C)CC1(Cl)Cl (centres undefined)	-4.5	2.5	0.6	-1.8
27	CCC/C(=N\NC(=O)c1ccc(OC)c(OC)c1)c1ccccc1	.	0.8	.	.
28	COc1ccccc1Cc1noc(C(C)(C)NC(=O)c2ccccc2)n1	.	.	-0.7	-6.8
29	O=C(COc1ccccc1)N1CCN(C(=O)c2ccc([N+](=O)[O-])cc2)CC1	-1.7	-1.1	.	.
30	Cc1ccc(-c2nc(S(=O)(=O)c3ccc(C)cc3)c(SCC(N)=O)o2)cc1	-4.0	-2.1	2.4	0.5

No.	Statin myotox sup	LGR2 inh	SIRT5 block	XiGFP reactiv
21	-6.1	13.3	4.2	-0.2
22	-4.3	-14.3	-4.0	0.1
23	0.3	7.4	-4.6	-0.2
24	-5.0	-16.7	2.0	0.0
25	.	-6.3	-4.0	0.3
26	14.1	-9.5	-2.8	0.0
27	.	-4.5	-3.2	0.0
28	-0.2	-1.1	.	.
29	.	5.7	3.6	0.3
30	-36.6	-10.1	-4.4	-0.1

(cont.)
No.	structure	ERAP1 inh	S100A4 inh HTS	Cneo AK release	PGC1a acetyl inh
31	CC(c1ccc(F)cc1)n1c(-c2ccc3ccccc3n2)n[nH]c1=S (centres undefined)	10.3	0.4	32.1	.
32	Cc1ccc(C)c(NC(=O)C2CCCN2C(=O)OC(C)(C)C)c1 (centres undefined)	.	.	8.5	-6.4
33	O=C(CNc1ccccc1F)Nc1cc(S(=O)(=O)N2CCCCC2)ccc1Cl	1.0	-8.5	-0.4	-0.5
34	C[C@H](CO)N1C[C@H](C)[C@@H](CN(C)Cc2ccc(-c3ccccc3)cc2)Oc2c(NC(=O)c3nc4ccccc4s3)cccc2C1=O	2.8	-14.4	1.6	.

No.	Statin myotox sup	LGR2 inh	SIRT5 block	XiGFP reactiv
31	5.3	-12.8	0.3	.
32	5.4	-32.2	.	.
33	-6.0	13.3	-1.9	0.7
34	.	6.3	1.2	-0.1

High-throughput results deposited in PubChem by Broad Institute.
